Source: PubChem BioAssay (several laboratories)
GPR7 antag = antagonists of human GPR7 (neuropeptides B/W receptor 1) | P48145 | GPR7-expressing cells, fluorescence antagonist assay | inhibition, % at 4.4 µM | 290,000 compounds, 1.1% hits | AID 1861; in the data active = inhibition above about 16%, passing the limit was not always enough;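 also: cells stimulated with the agonist NPW; 0% = agonist with vehicle and 100% = vehicle without agonist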
MEKK2wt PB1 HTS = raises or lowers MEK5 binding to wildtype human MEKK2 PB1 domain; Q9Y2U5; bead flow cytometry, Alexa488-MEK5 binding to MEKK2 WT; actives lie on both sides; binding response (% of control), % at 10 µM; 290,000 compounds, 1.1% hits; in the data active = binding response below about 67% or above about 130%
OXTR potentiate = human OXTR potentiation. 320,000 compounds, 0.061% hits. P30559. CHO-OTR cells, Fluo-8 calcium fluorescence, potentiator mode; 0% = oxytocin EC15, 100% = EC100. AID 2445. activation, % at 3 µM;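 active = activation above that plate's cutoff, the mean activation of tested compounds plus 3 SD, cut at about 6.6% in these data, passing the limit was not always enough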;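 also: 100% uses oxytocin at 75 nM as the full agonist control; some results filed as inactive read as strong as hits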
Target sequence (P30559 whole entry, looked up): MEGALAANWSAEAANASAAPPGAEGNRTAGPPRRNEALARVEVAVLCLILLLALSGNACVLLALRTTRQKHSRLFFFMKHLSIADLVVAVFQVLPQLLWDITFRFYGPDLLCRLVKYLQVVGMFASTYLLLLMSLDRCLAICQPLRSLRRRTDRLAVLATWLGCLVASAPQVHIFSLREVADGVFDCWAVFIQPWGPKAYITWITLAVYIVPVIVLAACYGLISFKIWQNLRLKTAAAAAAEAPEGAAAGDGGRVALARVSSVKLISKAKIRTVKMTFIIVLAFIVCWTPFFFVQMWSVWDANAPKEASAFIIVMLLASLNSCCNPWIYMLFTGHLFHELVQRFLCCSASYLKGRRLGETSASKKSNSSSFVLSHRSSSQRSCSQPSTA
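Measured by – Fluo-8 calcium dye fluorescence · Test system – human OTR in CHO cells · Dosing – one concentration, 3.0 µM compound · Controls – EC15 oxytocin alone as 0%, 75 nM oxytocin as 100% · Evaluation – normalized max/min fluorescence ratio, % activation · Timing – 6 min pre-incubation, 100 s read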
MEKK2mut PB1 HTS = signal of MEK5 binding to mutant human MEKK2 PB1 domain; bead flow cytometry, Alexa488-MEK5 binding to MEKK2 mutant; percent response, % at 10 µM; 290,000 compounds, 0.35% hits; AID 1530; in the data active = percent response above about 24%, passing the limit was not always enough; also: inactives centre near 1; some results filed as inactive read as strong as hits
V1aR counter = counter-screen for oxytocin receptor agonists: human V1a receptor agonists; activation, % at 3 µM; CHO-V1R cells, Fluo-8 calcium fluorescence, agonist mode; 0% DMSO, 100% 3 nM vasopressin; 320,000 compounds, 0.25% hits; P37288;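 active = activation above the mean activation of all tested compounds plus 3 SD, per screening run, cut at about 20% in these data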;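 also: signal is peak over basal fluorescence ratio across a 100 second FLIPR read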
Target sequence (P37288 whole entry, looked up): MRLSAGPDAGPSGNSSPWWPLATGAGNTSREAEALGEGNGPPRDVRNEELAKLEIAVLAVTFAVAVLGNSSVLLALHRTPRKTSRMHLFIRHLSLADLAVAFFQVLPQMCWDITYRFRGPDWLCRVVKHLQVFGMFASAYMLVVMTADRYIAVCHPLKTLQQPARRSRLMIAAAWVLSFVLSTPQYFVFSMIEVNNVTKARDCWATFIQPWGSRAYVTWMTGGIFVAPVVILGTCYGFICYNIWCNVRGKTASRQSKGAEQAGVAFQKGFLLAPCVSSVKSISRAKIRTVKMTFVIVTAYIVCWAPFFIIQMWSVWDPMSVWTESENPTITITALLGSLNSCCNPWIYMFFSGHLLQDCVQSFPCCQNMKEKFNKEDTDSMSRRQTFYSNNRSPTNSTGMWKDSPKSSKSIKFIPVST
PfM18AAP inh = PfM18AAP enzyme inhibition; recombinant PfM18AAP, H-Glu-NHMec fluorogenic cleavage; inhibition, % at 7.35 µM; 290,000 compounds, 1.2% hits;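 active = inhibition above the campaign mean inhibition over all tested compounds plus 3 SD, cut at about 28% in these data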;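 also: 0% = plate median of test compound wells and 100% = 2 mM ZnCl2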
NALP1 inh = blocks the NALP1 inflammasome reconstituted in yeast; S. cerevisiae NALP1/ASC/caspase-1 growth, X-gal OD620, 72 h; inhibition, % at 10 µM; 280,000 compounds, 0.61% hits; in the data active = inhibition mostly above about 24%, no sharp cut-off; inactive = mostly below about 32%; also: some compounds called inactive have numbers as strong as hits
OXTR ag = human OXTR agonism; P30559; CHO-OTR cells, Fluo-8 calcium fluorescence; normalized: DMSO 0%, oxytocin 100%; activation, % at 3 µM; 320,000 compounds, 0.32% hits;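 active = activation above the mean of all tested compounds plus 3 SD, cutoff set per screening run, cut at about 20% in these data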;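 also: peak over basal fluorescence ratio from a 100 s FLIPR kinetic read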
GalR3 antag = human GalR3 antagonism | HEK293 GalR3-CNG cAMP membrane potential fluorescence; galR3 body fused to GalR1 C-terminus | O60755 | 360,000 compounds, 0.44% hits | inhibition, % at 3 µM | AID 651719;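 active = inhibition above the screen-wide average plus 3 SD, cut at about 13% in these data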;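 also: forskolin and galanin both at EC90 stimulate the cells; cAMP rise reported by CNG channel membrane potential dye signal; 0% = forskolin plus galanin with DMSO and 100% = forskolin alone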
An asterisk follows results filed as active; x = no result given. Not a hit list; about 4.1% have a hit in one of these screens.

Values in the order – GPR7 antag | MEKK2wt PB1 HTS | OXTR potentiate | MEKK2mut PB1 HTS | V1aR counter | PfM18AAP inh | NALP1 inh | OXTR ag | GalR3 antag
> O=C(Nc1ccc(NC(=O)c2cc3ccccc3o2)cc1)c1ccco1
→ -2 | 102 | -8 | 0 | 2.6 | 8 | -3 | 1.2 | -4
> COc1ccccc1C(=O)NC(CCSC)C(=O)OCC(=O)NC(=O)NCc1ccco1 (stereo unspecified)
→ -7 | 96 | -7 | -1 | -0.5 | -2 | -7 | -1.5 | 0
> Cc1cnc(SCCc2ccncc2)nc1C
→ -6 | 102 | -5 | -3 | 0.7 | 62* | 32 | 1.4 | x
> COc1ccc(C(=O)C2CCCN(C(=O)c3ccnn3C)C2)c(C)c1 (stereo unspecified)
→ -8 | 107 | -3 | -2 | 1.0 | 0 | 8 | 0.5 | 0
> COC(=O)Nc1[nH]ncc1[N+](=O)[O-]
→ 10 | 79 | -14 | -14 | 0.3 | 10 | -5 | 0.9 | 8
> COc1ccccc1/C=C/C1C(C(=O)OCC(C)C)=C(C)N=C2SCCC(=O)N21 (stereo unspecified)
→ -5 | 105 | -10 | 1 | -0.7 | -6 | 13 | -1.6 | -4
> COc1ccc2nc3c(cc2c1)c(NC(=O)c1cccs1)nn3CC(C)C
→ 1 | x | -2 | x | -1.0 | -1 | 24 | 0.1 | -5
> CCOc1cccc(C(=O)Nc2ccccc2OC(F)F)c1
→ -10 | 100 | 0 | 4 | -1.7 | -2 | 22 | -2.3 | 5
> COc1ccccc1/C=C/CN1CCC(Oc2ccc(C(=O)N3CCCC3)cc2)CC1
→ -24 | 103 | -2 | 3 | 0.7 | 3 | 2 | 0.9 | -5
> C/C(=N\NC(=O)c1c(Cl)cnn1C)c1cccc(NC(=O)C(C)C)c1
→ -6 | 98 | -1 | 0 | 1.8 | -8 | 36 | -0.4 | -4
> CC(C)Oc1ccccc1NC(=O)CSc1nc2ccccc2c(=O)n1C
→ -23 | 103 | x | 4 | x | -4 | 3 | x | -8
> CCC(C)N(C(=O)COc1ccc(-c2nnco2)cc1)C1CCS(=O)(=O)C1 (stereo unspecified)
→ x | x | 4 | x | 1.3 | x | x | 0.5 | -2
> C=CCNC(=O)CNS(=O)(=O)c1ccc(F)cc1
→ -5 | 108 | -5 | 9 | 1.6 | 2 | 2 | 0.5 | 11
> Cc1cccc(NC(=O)CSc2nc(-c3ccccc3)c(C#N)c(=O)[nH]2)c1C
→ -13 | x | -5 | x | 0.3 | 2 | -17 | -0.5 | -5
> Cc1cc(C)c2c(n1)SCC(=O)N2CC(=O)Nc1c(C)cccc1C
→ -5 | 94 | -11 | -1 | 0.6 | 7 | 27 | -1.1 | -3
> CCNC(=O)C(Sc1ccccc1)c1ccccc1 (stereo unspecified)
→ 5 | 96 | -1 | -4 | -1.3 | -9 | 0 | -1.3 | -2
> CN(C)c1cccc(/C=C(\C#N)c2ccccc2)c1
→ 10 | 101 | -4 | 2 | -1.6 | -1 | 5 | -1.3 | -7
> O=C(Cc1c(Cl)cccc1Cl)NC1=NCCS1
→ -15 | 90 | -11 | -3 | -0.5 | -5 | 19 | -0.4 | x
> CN(C)Cc1c(O)ccc2[nH]cnc12
→ 2 | 89 | 2 | -11 | 0.6 | 0 | 8 | 0.9 | -3
> CCOc1ccc(-n2c(=O)c3c4c(sc3n(CC(=O)NCC3CCCO3)c2=O)CCC4)cc1 (stereo unspecified)
→ -8 | 92 | -1 | -2 | -0.6 | 2 | 24 | -0.8 | -9
> CC1CCCCN1S(=O)(=O)c1cccc2cccnc12 (stereo unspecified)
→ 2 | 104 | 0 | 3 | 0.1 | -4 | 32 | -0.9 | 2
> COC(=O)C1CC(Cl)CN1c1ncc(C(F)(F)F)cc1Cl (stereo unspecified)
→ -9 | 98 | 16* | -2 | -1.1 | -3 | 8 | -2.6 | -7
> CC(C)(C)c1cccc(Oc2nn[nH]n2)c1
→ -6 | 94 | 2 | -1 | 1.2 | -6 | -3 | 0.9 | -4
> O=C(NC12CC3CC(CC(C3)C1)C2)N1CCN(c2ccccn2)CC1
→ 13 | 100 | -1 | 2 | -0.3 | 2 | 39 | 0.7 | -3
> Cn1c(CCNC(=O)c2cccs2)nnc1SCC(=O)Nc1nc(-c2ccccc2)cs1
→ -4 | 98 | -9 | 3 | -0.5 | 1 | 9 | -0.8 | -4
> CCOC(=O)N1CCN(C(=S)NC2CCCC2)CC1
→ -15 | 103 | -9 | 9 | 0.5 | 8 | 8 | -0.6 | -5
> Cc1ccc(O)c(N=CC2=C(O)c3ccccc3C2=O)c1
→ -5 | 89 | -12 | -3 | 1.3 | 71* | 18 | 0.0 | -1
> COc1ccccc1N(CC(=O)Nc1cc(S(=O)(=O)N(C)C)ccc1C)S(=O)(=O)c1cccs1
→ x | x | -3 | x | 1.9 | x | x | 0.6 | 0
> CCOC(=O)C(NC=O)(NC(C)(C)C)C(=O)OCC
→ -1 | 99 | -12 | 0 | -0.6 | 10 | 4 | -0.5 | 1
> O=C(c1ccco1)n1nc(-c2ccccc2)nc1SCc1ccccc1
→ 0 | 96 | -7 | -1 | 1.1 | 14 | 9 | 0.2 | -3

Taken from above.
CC(C)(C)c1cccc(Oc2nn[nH]n2)c1 in NALP1 inh has -3
O=C(c1ccco1)n1nc(-c2ccccc2)nc1SCc1ccccc1 in NALP1 inh has 9

New compounds follow.
Values in the order – GPR7 antag | MEKK2wt PB1 HTS | OXTR potentiate | MEKK2mut PB1 HTS | V1aR counter | PfM18AAP inh | NALP1 inh | OXTR ag | GalR3 antag
> O=C(CCN1C(=O)COc2ccccc21)NCCN1CCOCC1
→ -2 | 105 | -10 | 6 | 0.4 | -18 | 24 | -0.7 | -2
> CCn1c(CS(=O)Cc2ccc(Cl)cc2Cl)nnc1SCc1c(Cl)cccc1Cl (stereo unspecified)
→ -21 | 96 | -11 | 0 | 0.8 | -2 | 36 | 3.2 | x
> CCc1nnc(N/N=C/c2cc(C)c(C)cc2C)n1N
→ -11 | 96 | x | 4 | x | 40* | 0 | x | -11
> COc1ccnc(Nc2cccc(C)c2)c1C#N
→ -14 | 100 | -6 | 0 | 0.3 | 0 | 39 | 1.4 | 2
> O=C(CCN1CCCO1)NC1CCCc2c1cnn2-c1ccccc1F (stereo unspecified)
→ -7 | 105 | -8 | 4 | 0.6 | -4 | -4 | 0.5 | -5
> CC(C)N1CCC(N2CCN(Cc3ccc(-c4ccc(Cl)cc4)o3)CC2CCO)CC1 (stereo unspecified)
→ -8 | 113 | -16 | 4 | -0.8 | -23 | 1 | -1.2 | -6
> CC1=C(C(=O)OCc2ccccc2)C(c2ccc(Cl)cc2Cl)NC(=O)N1CCCCCC(=O)O (stereo unspecified)
→ 3 | 91 | -17 | 1 | -0.9 | 0 | 19 | -2.0 | x
> CCCCNCCOCCOc1ccc(F)cc1
→ -8 | 111 | 1 | 14 | 0.3 | -11 | 5 | 2.3 | -1
> C=CCn1c(SCC(=O)NC2CCS(=O)(=O)C2)nc2scc(C3CC3)c2c1=O (stereo unspecified)
→ 0 | 118 | 3 | 5 | -0.2 | 1 | -5 | -0.3 | 2
> O=C(O)c1ccc(/C=N/Nc2ncc(C(F)(F)F)cc2Cl)cc1
→ -14 | 100 | -4 | -7 | 0.4 | 48* | -1 | 0.1 | 1
> CNCCCCOc1ccc(C(C)(C)C)cc1Cl
→ 4 | 122 | -12 | 10 | 5.5 | 4 | 14 | 4.3 | 3
> CC(=O)c1cccc(CN2CCC(C(=O)Nc3ccc(Oc4cccnc4)cc3)CC2)c1
→ -11 | 121 | -12 | 10 | 4.5 | 3 | 16 | 2.7 | 2
> COc1ccccc1NC(=O)CN(Cc1ccco1)C(=O)c1cc2ccccc2o1
→ -7 | 102 | -27 | -1 | -0.4 | -9 | 18 | -1.7 | x
> C[C@@]12CC(=O)NC1N(C(=O)c1ccccc1)C(c1ccccc1OC(=O)c1ccccc1)C2 (stereo partly specified)
→ -6 | 100 | -5 | 0 | 0.2 | -5 | 8 | 0.0 | -1
> O=C(c1ccccc1)C1CCc2occc2C1=O (stereo unspecified)
→ 4 | 102 | -3 | 3 | 0.4 | 5 | 9 | -0.2 | -2
> COc1cccc(CN2CC(C(=O)N3CCCO3)CCC2=O)c1 (stereo unspecified)
→ 1 | 99 | 4 | 3 | 0.1 | -1 | 10 | 4.0 | -7
> OCCn1c(SC2CCCCC2)nc2ccccc21
→ 2 | 100 | -7 | -1 | 0.6 | 1 | 7 | -0.8 | -3
> CCOC(=O)C1=C(CS(=O)(=O)c2ccccc2)NC(=O)NC1c1cccc(OC)c1 (stereo unspecified)
→ -8 | 100 | -10 | -3 | 1.0 | 5 | -7 | 0.4 | -6
> CC1C(=O)C(C)(C)C(=O)OC1c1ccccc1 (stereo unspecified)
→ -3 | 93 | -9 | -13 | 0.3 | -4 | 8 | -0.8 | -2
> CCN(CC)c1ccc(NC(=O)c2cc(Cl)ccc2OC)cc1
→ -1 | 101 | -8 | 16 | -1.2 | 4 | 5 | -2.4 | -3
> Cc1ccc2[nH]c(=O)c3cc(C(=O)N(C)c4ccc(C)c(C)c4)sc3c2c1
→ -6 | 99 | -6 | 0 | 0.7 | -3 | x | -0.7 | -6
> CN1CC(=O)N(CC(=O)NCc2ccc3c(c2)OCO3)C1=O
→ 1 | 99 | -14 | -1 | -0.4 | 7 | -4 | 0.0 | -3
> Clc1cc2cccnc2c2ccccc12
→ -7 | 95 | -4 | -1 | -1.1 | -2 | 10 | -0.8 | -11
> Cc1ccc(Cn2cc(C(=O)c3ccc(F)cc3)c(=O)c3cc4c(cc32)OCCO4)cc1
→ -7 | 101 | 3 | -2 | -0.1 | -1 | 33 | -0.1 | 1
> CCN1C(=O)C(O)(CC(=O)c2c(C)coc2C)c2ccccc21 (stereo unspecified)
→ -13 | 102 | 3 | 11 | -0.1 | -2 | -10 | 0.9 | -1
> Nc1ccc(-c2nc3ccc(-c4nc5ccccc5o4)cc3[nH]2)cc1
→ -6 | 116 | -12 | 5 | -0.2 | -1 | 2 | 0.2 | -3
> COc1ccc(C2NC(=O)NC(C)=C2C(=O)OC2CCCCC2)cc1OC (stereo unspecified)
→ -6 | 107 | 1 | 5 | 0.0 | -1 | -5 | 0.0 | -9
> CCc1cccc(N=c2c([N+](=O)[O-])nn(-c3ccc(Cl)cc3)n2O)c1
→ 12 | 91 | -3 | -10 | -1.3 | -2 | 7 | -1.8 | -5
> O=C(CCCOc1ccccc1)Nc1cc(S(=O)(=O)N2CCOCC2)ccc1N1CCOCC1
→ x | x | -2 | x | 0.3 | x | x | 0.2 | -1
> Cc1ccc(S(=O)(=O)N2CCOCC2)cc1NC(=O)COc1ccc(-c2nnco2)cc1
→ -19 | 87 | -19 | -9 | 1.3 | -8 | 10 | 0.0 | 0
> O=C(Nc1ccccc1OC(F)F)c1ccccc1
→ -6 | 95 | -2 | -4 | -0.2 | 7 | 29 | -0.6 | -6
> O=c1[nH]c(SCc2ccccc2Cl)nc2c1CCC2
→ -14 | 103 | -3 | -1 | -0.5 | -2 | -9 | -1.3 | -5
